# G6PDH CS: L. mesenteroides G6PDH inhibitors, counter-screen for G6PDH-coupled screening assays, biochemical, Leuconostoc mesenteroides enzyme; actives 0.12% (n = 200,000); AID 1020, 2008; glucose-6-phosphate dehydrogenase [Leuconostoc mesenteroides]; inhibition, % at 5 µM; Purified L. mesenteroides G6PDH, diaphorase/resazurin coupled fluorescence, 45 min; in the data active = inhibition above about 50%
# TNAP inh noacc: human TNAP enzyme inhibitors, primary screen, biochemical, luminescent, no phosphate acceptor, uHTS | purified TNAP, CDP-star luminescence, 30 min | inhibition, % at 20 µM | actives 0.26% (n = 200,000) | AID 1012, 2008;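 active = tissue-nonspecific alkaline phosphatase inhibition above about 50% at 20 µM in the single-dose screen, limit read from the data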;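 also: 0% = DMSO negative control and 100% = EDTA positive control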
# Target sequence (P05186 whole entry, looked up): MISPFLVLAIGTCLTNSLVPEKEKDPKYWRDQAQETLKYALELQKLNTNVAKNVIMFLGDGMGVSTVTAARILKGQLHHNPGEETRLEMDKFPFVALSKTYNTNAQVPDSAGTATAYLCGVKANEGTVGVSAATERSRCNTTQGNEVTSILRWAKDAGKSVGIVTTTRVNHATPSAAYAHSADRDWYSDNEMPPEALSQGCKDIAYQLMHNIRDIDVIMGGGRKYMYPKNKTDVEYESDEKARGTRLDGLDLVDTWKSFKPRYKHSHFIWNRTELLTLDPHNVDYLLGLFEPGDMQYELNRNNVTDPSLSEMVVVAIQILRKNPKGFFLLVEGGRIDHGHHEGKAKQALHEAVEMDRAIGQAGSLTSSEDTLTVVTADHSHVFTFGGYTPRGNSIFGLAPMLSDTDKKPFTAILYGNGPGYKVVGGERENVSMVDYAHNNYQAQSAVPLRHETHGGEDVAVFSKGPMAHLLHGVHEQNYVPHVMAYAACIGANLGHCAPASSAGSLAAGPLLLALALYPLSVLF
# TNAP inh hi DEA: human TNAP enzyme inhibitors, primary screen, biochemical, luminescent, high phosphate acceptor level, uHTS; purified TNAP, CDP-star luminescence, 1 M DEA; inhibition, % at 20 µM; actives 0.03% (n = 200,000); Alkaline phosphatase, tissue-nonspecific isozyme (Homo sapiens), P05186;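 active = over 50% inhibition of tissue-nonspecific alkaline phosphatase at 20 µM in the single-dose screen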;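 also: plate controls were DMSO wells for no effect and EDTA-quenched wells as full inhibition for full effect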
# Diaphorase act: compounds boosting diaphorase resazurin reduction – biochemical, uHTS, resorufin fluorescence, counter-screen for diaphorase-coupled primary assays, primary screen. Diaphorase/resazurin coupled assay, 16 min; active compounds read high; 1 = vehicle wells, 0 = NADH-free wells. activation factor at 20 µM. actives 0.005% (n = 190,000). AID 1229, 2008;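 active = diaphorase activity raised at least twofold by the compound at 20 µM; inactive = activation factor below 2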
#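 test system = bacterial diaphorase enzyme (C. kluyveri) | quantity = enzyme 0.07 U/mL final | reagent = NADH substrate 0.114 mM plus resazurin dye 0.1 mM, final | incubation = 16 min enzyme reaction, ambient temperature | buffer or medium = HEPES pH 7.4 buffer with MgCl2 and Tween 20 | signal = fluorescence of resorufin, 544 nm excitation, 590 nm emission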
# Diaph inh CS: diaphorase inhibitors and chemical oxidizers, primary screen, counter-screen for diaphorase-coupled primary assays, biochemical, uHTS, resorufin fluorescence. inhibition, % at 20 µM. actives 0.69% (n = 190,000). diaphorase resazurin-to-resorufin fluorescence, NADH, 16 min; bacterial (C. kluyveri) enzyme, not human. AID 1217, 2008;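 active = primary screen inhibition at 20 µM above a set limit, cut at about 50% in these data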;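 also: plate controls were DMSO with full reaction for no effect and wells lacking NADH for full effect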
#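 Assay system – diaphorase enzyme from Clostridium kluyveri · Amount – diaphorase 0.14 U/mL (working solution) · Times – reaction incubation of 16 min at room temperature · Controls – No-NADH positive control and DMSO neutral control · Signal – resorufin fluorescence 544/590 nm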
# FLuc act counter: FLuc activators, initial screening, artefact control for FLuc-dependent activation tests, biochemical, ATPlite luminescence | 200,000 tested, under 10 active | Luciferin 4-monooxygenase (Photinus pyralis), P08659 | activation factor at 10 µM | ATPlite luciferase biochemical, 10 min; 0 = ATP-free wells, 1 = DMSO control;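 active = luciferase activation factor, scaled between plate controls, of at least 2 with compound at 10 µM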
#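 Material: Luciferase/luciferin reagent mix; Doses: test compounds dosed from 2 mM stocks in 100% DMSO; Schedule: 10 min incubation after luciferase reagent addition, room temperature; Measured by: luminescence from luciferase reaction; Read-out: luminescence gain marking luciferase activators.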
# HMGR II inh: inhibitors of E. faecalis class II HMGR, primary screen, biochemical, Enterococcus faecalis; HMG-CoA reductase (Enterococcus faecalis, mvaE); purified E. faecalis HMGR, NADPH absorbance 340 nm kinetic; inhibition, % at 10 µM; actives 0.41% (n = 190,000);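 active = inhibition above a set limit, the median over all tested compounds plus 3 SD, cut at about 9.5% in these data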;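 also: enzyme runs in reverse so mevalonate oxidation gives rising NADPH absorbance; 0% = complete reaction with DMSO and 100% = background rate lacking mevalonate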
# PMI act satM6P: human PMI activators, high substrate, primary screen, biochemical, fluorescence intensity, near-saturating mannose 6-phosphate; AID 1216, 2008; activation factor at 20 µM; actives 0.34% (n = 190,000); coupled PMI enzyme assay, resazurin fluorescence, 20 min; active compounds read high; 1 = untreated enzyme, 0 = substrate-free blank;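 active = activation factor of 2 or more at 20 µM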
# Target sequence (P34949 whole entry, looked up): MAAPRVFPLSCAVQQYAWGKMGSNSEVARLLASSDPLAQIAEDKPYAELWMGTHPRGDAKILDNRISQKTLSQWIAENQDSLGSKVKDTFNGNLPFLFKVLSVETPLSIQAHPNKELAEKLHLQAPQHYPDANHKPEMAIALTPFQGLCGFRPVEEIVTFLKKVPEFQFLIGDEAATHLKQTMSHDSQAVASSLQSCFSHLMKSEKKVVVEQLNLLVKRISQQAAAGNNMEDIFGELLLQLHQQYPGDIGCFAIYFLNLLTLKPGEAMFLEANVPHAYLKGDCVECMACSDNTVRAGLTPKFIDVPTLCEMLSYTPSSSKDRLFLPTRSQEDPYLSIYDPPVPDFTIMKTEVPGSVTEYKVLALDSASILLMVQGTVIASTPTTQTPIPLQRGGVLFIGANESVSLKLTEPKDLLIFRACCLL
#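 Test system: Human PMI in coupled enzyme assay | Input: 15 ng/mL PMI | Medium: HEPES-buffered pH 7.4 with magnesium and detergent | Compound: One concentration, 20 µM, in 1% DMSO | Incubation: Enzyme reaction with compound 20 min at room temperature | Detection: Diaphorase-driven resazurin-to-resorufin fluorescence, excitation 544, emission 590 nm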
# PMI act: activators of human PMI, primary screen, biochemical, fluorescence intensity, near-Km mannose 6-phosphate. Mannose-6-phosphate isomerase (Homo sapiens), P34949. purified human PMI, coupled resazurin fluorescence, 20 min; active compounds read high; 1 = vehicle control, 0 substrate-free wells. activation factor at 20 µM. actives 0.005% (n = 190,000);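 active = activation factor of 2 or more at 20 µM, relative to plate controls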
# TNAP act hi DEA: TNAP activators at high phosphate acceptor level, primary screen, biochemical, luminescence, uHTS; AID 1136, 2008; activation factor at 20 µM; purified TNAP, CDP-star luminescence, 1 M DEA, 30 min; active compounds read high; 0 = EDTA background, 1 = DMSO-only activity; 200,000 tested, under 10 active;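 active = activation factor at least 2 at 20 µM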
#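 system = human TNAP | amount = enzyme diluted 1/800 final | reagent = 100 µM CDP-star substrate | signal = luminescent substrate turnover signal | dosing = one dose, 20 µM | benchmarks = EDTA negative control, DMSO positive control | measure = activation factor | timing = 30 min reaction, room temperature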
# Active calls of the source: *; nt = no result given.
# Every second line gives: G6PDH CS	TNAP inh noacc	TNAP inh hi DEA	Diaphorase act	Diaph inh CS	FLuc act counter	HMGR II inh	PMI act satM6P	PMI act	TNAP act hi DEA
> O=C(Cn1nnc(-c2ccccc2)n1)N1CCN(S(=O)(=O)c2ccc(Cl)cc2)CC1
→ 3	-9	-4	0.7	27	1.1	-1	1	0.9	1
> CCOc1ccc(N(CC(=O)N2CCC(Cc3ccccc3)CC2)S(C)(=O)=O)cc1
→ 14	-7	-5	nt	nt	1	1	nt	nt	1.1
> CCCc1c(C)c2cccc(C)c2[nH]c1=O
→ -2	-7	-1	0.9	8	1	-3	1	1	1
> COc1ccc(N(Cc2cc3cc(OC)ccc3[nH]c2=O)S(C)(=O)=O)cc1
→ 11	-1	3	0.9	12	1	-6	1	1	1
> CCCCCCc1nc2c(=O)[nH]c3ccccc3c2o1
→ 1	-5	3	1	1	1	-4	1	0.9	1
> CCN(Cc1ccccc1)C(=O)Cn1c(=O)oc2ccccc21
→ 5	-13	-7	0.8	15	1.1	-2	1	1.1	1.1
> CS(=O)(=O)Nc1nnc(SCC(=O)N(c2ccccc2)c2ccccc2)s1
→ -8	-6	-8	0.8	18	1.1	-6	1.2	1.1	1.1
> CCCSc1nc2c(cnn2-c2ccc(C)c(C)c2)c(=O)[nH]1
→ -6	-18	-6	0.9	6	1.1	4	1	1	1.1
> CCCn1nnc(NC(=O)c2ccc(-c3cc(Cl)ccc3Cl)o2)n1
→ 12	-5	-1	0.9	10	1	-4	1	1	1
> COc1ccc(/C=C/C(=O)Oc2ccc(/C=N/NC(=O)c3ccccc3)cc2)cc1OC
→ -16	-15	-4	1	-1	1.1	-11	1.1	1.1	1
> CC(=O)Nc1nc(-c2ccc(Br)s2)cs1
→ 16	-7	6	1	1	0.9	-3	1	1.1	0.9
> COc1ccc(S(=O)(=O)N2CCC(C(=O)NCC3CCCO3)CC2)cc1C (stereo unspecified)
→ 9	-8	-3	0.9	14	1	-4	0.9	0.9	1
> CCN(CC)S(=O)(=O)c1ccc2oc(C(=O)NC(C)C)c(C)c2c1
→ 0	-4	-2	0.8	18	1.1	0	0.9	0.9	1
> CC1CCN(CC(O)COC2CC(C)CCC2C(C)C)CC1 (stereo unspecified)
→ 7	-7	-6	1	2	1	0	1.1	1	1.1
> COC(=O)C1C(=O)C2=C(CC1C)Nc1ccccc1NC2c1ccc(C)s1 (stereo unspecified)
→ 14	-8	-4	0.7	25	1	-4	0.8	0.9	1
> COc1cc(NC(=O)CSc2nc3c(C)ccc(C)c3cc2C)c(C(=O)O)cc1OC
→ 3	-23	1	0.9	14	1.1	2	1	1	1
> COc1ccc(OC)c(NC(=O)COC(=O)CSc2ccc(Cl)cc2)c1
→ 9	14	-1	0.8	18	1.1	-9	1	0.9	1
> c1ccc(OCCOCCN2CCN(C(c3ccccc3)c3ccccc3)CC2)cc1
→ 1	-6	-5	0.9	11	1	3	1	1.1	1
> N#Cc1cccc(NC(=O)NCCc2c[nH]c3ccccc23)c1
→ 17	-7	-4	1	-2	1.1	1	1.1	1.1	1
> O=C(NC(=S)Nc1ccc(S(=O)(=O)N2CCCCC2)cc1)c1ccc(Cl)cc1
→ 11	11	-5	0.9	6	1	-3	1	1	1.1
> Cc1cc(C)c(S(=O)(=O)NCCCN2CCOCC2)cc1Br
→ 0	-8	0	0.9	6	1.1	-3	1	1	1
> O=C(NCc1ccccc1)c1c[nH]c2cc3c(cc2c1=O)OCCO3
→ 4	-5	0	0.9	6	0.7	-2	1	0.9	1
> Cc1cc(/C=c2\sc3nc4ccccc4n3c2=O)c(C)n1-c1ccc(C(=O)O)cc1
→ -1	7	3	0.7	32	1	-3	0.8	1	1
> CN1CCN(C(=O)c2cc(COc3ccc(F)cc3Cl)on2)CC1c1ccccc1 (stereo unspecified)
→ 11	-1	-1	0.9	6	1	-4	0.9	0.9	1
> Nc1ccc(C(=O)OCc2nc3ccccc3[nH]2)cc1
→ 5	-2	1	0.9	14	1	-2	0.9	0.9	1
> COc1ccccc1N1CCN(Cc2cccs2)CC1
→ 7	-7	-9	1	4	1	1	1.1	1	1.1
> CCOC(=O)c1[nH]c2ccc(OC)cc2c1NC(=O)C(C)N1CCC2(CC1)OCCO2 (stereo unspecified)
→ 14	2	-5	1.1	-11	1	-4	1	0.9	1
> CCCCCNC(=O)C(C#N)c1nc2ccccc2nc1N1CCCC1 (stereo unspecified)
→ -4	0	4	0.9	7	1.1	-8	1.3	1.2	1
> CC1CCCCC1NC(=O)C1CC=CCC1C(=O)O (stereo unspecified)
→ 1	-1	0	0.9	14	1	-4	1	1	1
> CCCCCCCn1c2c(c(=N)c3ccccc31)CCC2
→ 14	1	-7	1.2	-22	1.1	2	1	1	1.1

# An excerpt from further up, as a working copy:
# Every second line gives: G6PDH CS	TNAP inh noacc	TNAP inh hi DEA	Diaphorase act	Diaph inh CS	FLuc act counter	HMGR II inh	PMI act satM6P	PMI act	TNAP act hi DEA
> COc1cc(NC(=O)CSc2nc3c(C)ccc(C)c3cc2C)c(C(=O)O)cc1OC
→ 3	-23	1	0.9	14	1.1	2	1	1	1
> COc1ccc(OC)c(NC(=O)COC(=O)CSc2ccc(Cl)cc2)c1
→ 9	14	-1	0.8	18	1.1	-9	1	0.9	1
> c1ccc(OCCOCCN2CCN(C(c3ccccc3)c3ccccc3)CC2)cc1
→ 1	-6	-5	0.9	11	1	3	1	1.1	1
> N#Cc1cccc(NC(=O)NCCc2c[nH]c3ccccc23)c1
→ 17	-7	-4	1	-2	1.1	1	1.1	1.1	1
> O=C(NC(=S)Nc1ccc(S(=O)(=O)N2CCCCC2)cc1)c1ccc(Cl)cc1
→ 11	11	-5	0.9	6	1	-3	1	1	1.1
> Cc1cc(C)c(S(=O)(=O)NCCCN2CCOCC2)cc1Br
→ 0	-8	0	0.9	6	1.1	-3	1	1	1
> O=C(NCc1ccccc1)c1c[nH]c2cc3c(cc2c1=O)OCCO3
→ 4	-5	0	0.9	6	0.7	-2	1	0.9	1
> Cc1cc(/C=c2\sc3nc4ccccc4n3c2=O)c(C)n1-c1ccc(C(=O)O)cc1
→ -1	7	3	0.7	32	1	-3	0.8	1	1
> CN1CCN(C(=O)c2cc(COc3ccc(F)cc3Cl)on2)CC1c1ccccc1 (stereo unspecified)
→ 11	-1	-1	0.9	6	1	-4	0.9	0.9	1
> Nc1ccc(C(=O)OCc2nc3ccccc3[nH]2)cc1
→ 5	-2	1	0.9	14	1	-2	0.9	0.9	1
> COc1ccccc1N1CCN(Cc2cccs2)CC1
→ 7	-7	-9	1	4	1	1	1.1	1	1.1

# (cont.)
# Every second line gives: G6PDH CS	TNAP inh noacc	TNAP inh hi DEA	Diaphorase act	Diaph inh CS	FLuc act counter	HMGR II inh	PMI act satM6P	PMI act	TNAP act hi DEA
> COC(=O)COC(=O)c1ccc(-n2nnnc2SC)cc1
→ 3	-9	-5	1.1	-7	1	0	1.1	1	1
> Brc1cc(/C=N/n2cnnc2)oc1Br
→ 8	-13	-2	1.1	-6	1.1	5	1.1	1.2	1
> Cc1ccc2c(c1)NC(C(C)(C)C)CO2 (stereo unspecified)
→ 12	2	-4	1	1	1	2	1.1	1.1	1
> CCn1c(SCC(=O)N2CCCc3ccccc32)nc2c1c(=O)n(C)c(=O)n2C
→ 14	-2	-7	1	4	1.1	-4	1	1.1	1.1
> COCCNS(=O)(=O)c1ccc(C)c(C)c1C
→ 14	-3	-4	1.3	-25	1	-3	1.1	1.2	1
> Cc1cc(=O)n2c(nc3ccccc32)[nH]1
→ 4	17	-5	0.9	14	1	-11	1	1	1
> COc1ccccc1NC(=O)Cc1csc(NC(=S)Nc2ccccc2)n1
→ 4	-14	0	0.7	26	1	-2	0.9	0.8	1
> CCOc1nc(C)ccc1-c1noc(C)n1
→ 4	-12	-6	0.9	6	1	0	1	0.9	1.1
> O=C(NN1C(=O)C2C3C=CC(O3)C2C1=O)c1ccccc1 (stereo unspecified)
→ -1	-13	-2	1	4	1	-3	1.3	1	1
> COc1ccccc1-c1nnc(SC(C)C(=O)O)n1-c1ccccc1 (stereo unspecified)
→ 15	-10	-6	0.9	10	1.1	-3	0.9	1	1.1
> CNC(=S)Nc1cc(C(=O)N2CCCC2)ccc1N1CCCC1
→ 4	-11	-4	1	0	1	1	0.9	1.1	1

# An excerpt of these results, field by field.
SMILES: O=C(NN1C(=O)C2C3C=CC(O3)C2C1=O)c1ccccc1 (stereo unspecified)
- G6PDH CS: -1
- TNAP inh noacc: -13
- TNAP inh hi DEA: -2
- Diaphorase act: 1
- Diaph inh CS: 4
- FLuc act counter: 1
- HMGR II inh: -3
- PMI act satM6P: 1.3
- PMI act: 1
- TNAP act hi DEA: 1

SMILES: COc1ccccc1-c1nnc(SC(C)C(=O)O)n1-c1ccccc1 (stereo unspecified)
- G6PDH CS: 15
- TNAP inh noacc: -10
- TNAP inh hi DEA: -6
- Diaphorase act: 0.9
- Diaph inh CS: 10
- FLuc act counter: 1.1
- HMGR II inh: -3
- PMI act satM6P: 0.9
- PMI act: 1
- TNAP act hi DEA: 1.1
